# High-throughput results (PubChem BioAssay)
# GPR55 beta-arrestin = GPR55 agonists via beta-arrestin recruitment, primary screen, imaging, U2OS cells, beta-arrestin-GFP redistribution (AID 1961); U2OS GPR55 beta-arrestin-GFP redistribution imaging; higher % means a stronger effect; 0.048% of 290,000 active; one-dose activation, % at 10 µM; EC50 in µM for titrated hits;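 active means activation above 40% with more than 50 cells counted in the well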;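 further: U2OS osteosarcoma cells stably expressing GPR55 and beta-arrestin-GFP; plate controls were DMSO negative control for no effect and LPI positive control for full effect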
# UTI89 phage lysis = inhibition of K1F phage lysis, E. coli UTI89, bacterial capsule biogenesis inhibitors, alamar blue (AID 488966); E. coli UTI89 K1F phage lysis, alamar blue, 2 h; higher % means a stronger effect; one-dose inhibition, % at 100 µM; IC50 in µM for titrated hits; 0.02% of 340,000 active;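 active means phage lysis inhibition, versus mean bacterial control, above a set limit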;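 further: capsule biogenesis inhibitors block K1F phage lysis so surviving cells raise fluorescence; higher fluorescence means more inhibition of phage lysis; actives were called in the ten point dose series up to 300 µM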
# NOD1 NF-kB reporter = NOD1 signaling inhibitors, primary screen, cell-based, luminescence, uHTS (AID 1578) | 1% of 290,000 active | one-dose inhibition, % at 4 µM; EC50 in µM for titrated hits | NOD1-driven NF-kB luciferase reporter cells, luminescence; higher % means a stronger effect; in the data active means inhibition mostly above about 36%, no sharp cut-off; inactive means mostly below about 34%;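 further: HEK-293T reporter cells stimulated with the NOD1 agonist gamma-tri-DAP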
# GPR35 arrestin U2OS = GPR35 antagonists blocking zaprinast-driven arrestin recruitment, primary screen, imaging, U2OS, beta-arrestin-GFP, zaprinast agonist (AID 2058); U2OS GPR35 beta-arrestin-GFP translocation imaging, zaprinast antagonism; higher % means a stronger effect; inhibition, % at 10 µM, or IC50 in µM where a hit was titrated; G-protein coupled receptor 35 (Homo sapiens); 0.052% of 290,000 active;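 active means inhibition of at least 50% with at least 30 cells and total cytoplasm GFP at most 10,000,000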
# GPR55 antagonists = GPR55 antagonists blocking LPI-driven arrestin recruitment, primary screen, imaging, U2OS, beta-arrestin-GFP, LPI agonist (AID 2013); G-protein coupled receptor 55 (Homo sapiens); one-dose inhibition, % at 10 µM; IC50 in µM for titrated hits; 0.13% of 290,000 active; U2OS GPR55 beta-arrestin-GFP translocation imaging, LPI antagonism; higher % means a stronger effect;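 active means spots per cell inhibited over 60%, with over 100 cells counted and total cytoplasm intensity under 500,000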;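 further: U2OS cells stably carrying GPR55 and arrestin-GFP stimulated by 5 µM LPI near EC80; imaged beta-arrestin-GFP aggregate spots per cell after agonist stimulation; plate controls were LPI-stimulated DMSO wells for no effect and DMSO wells without LPI for full effect; some results filed as inactive read as strong as hits; confirmed hits need IC50 under 10 µM and bright autofluorescent wells are also inconclusive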
# MgcRacGAP inhibition = MgcRacGAP GTPase-activating activity inhibitors, confirmation, biochemical, ADP Hunter fluorescence; Rac GTPase-activating protein 1 (Homo sapiens); 0.6% of 340,000 active; AID 624330, 2012; inhibition, % at 30 µM; hits with a dose series show IC50 in µM; MgcRacGAP-stimulated Rac1 GTP hydrolysis, ADP Hunter fluorescence; higher % means a stronger effect; GST-tagged Rac1 F28L mutant substrate;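 active means first-screen hits whose inhibition reached a set limit at any dose in the follow-up dose series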;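 further: fluorescence reports GDP produced by GAP-driven GTP hydrolysis; strong numbers were not always called active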
# NTR1 agonist = agonists of NTR1, primary screen, imaging, U2OS cells, beta-arrestin-GFP, high content (AID 493036); Neurotensin receptor type 1 (Homo sapiens), P30989; NTR1-U2OS beta-arrestin-GFP spot imaging, agonist mode; activation, % at 20 µM; 0.17% of 330,000 active;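 active means activation at or above 40% of the spot to cytoplasm intensity ratio, with at least 20 cells analyzed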;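 further: 0% = DMSO without peptide and 100% = 100 nM NTR1 peptide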
# Target sequence (P30989 whole entry, looked up): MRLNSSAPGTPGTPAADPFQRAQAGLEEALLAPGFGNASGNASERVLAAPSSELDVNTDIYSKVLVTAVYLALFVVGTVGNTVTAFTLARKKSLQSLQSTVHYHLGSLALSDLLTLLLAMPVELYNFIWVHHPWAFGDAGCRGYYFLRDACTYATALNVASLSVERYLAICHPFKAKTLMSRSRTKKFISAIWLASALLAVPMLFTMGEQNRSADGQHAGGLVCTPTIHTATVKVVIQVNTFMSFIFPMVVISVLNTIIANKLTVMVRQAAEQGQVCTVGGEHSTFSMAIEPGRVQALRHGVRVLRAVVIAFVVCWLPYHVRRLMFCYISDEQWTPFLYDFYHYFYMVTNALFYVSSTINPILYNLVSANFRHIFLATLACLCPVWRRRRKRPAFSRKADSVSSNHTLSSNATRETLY
# KOR beta-arrestin-1 = KOR agonists, beta-arrestin recruitment, primary screen, cell-based, luminescence, uHTS (AID 1777); 0.02% of 280,000 active; activation, % at 10 µM, or EC50 in µM where a hit was titrated; Kappa-type opioid receptor (Homo sapiens); KOR beta-arrestin recruitment, luminescence; higher % means a stronger effect; in the data active means activation above about 50%, passing the limit was not always enough; further: a part of the inactive calls stands beside numbers as strong as those of hits
# KOR beta-arrestin-2 = KOR antagonists, beta-arrestin recruitment, cell-based, luminescence, uHTS (AID 1778) | KOR beta-arrestin recruitment, luminescence, antagonist mode; higher % means a stronger effect | inhibition, % at 10 µM; hits with a dose series show IC50 in µM | 0.091% of 290,000 active; in the data active means inhibition above about 50%; further: strong numbers were not always called active
# NTR1 agonist cell count 20 µM = also measured in NTR1 agonist; calls as there; cell count; measured here: cell count, cytotoxicity flag
# * = called active by the depositor; / = no result given; [ ] = dose if it differs, or a comment. Some of the compounds tested; rates above refer to the full screens.
SMILES,GPR55 beta-arrestin,UTI89 phage lysis,NOD1 NF-kB reporter,GPR35 arrestin U2OS,GPR55 antagonists,MgcRacGAP inhibition,NTR1 agonist,NTR1 agonist cell count 20 µM,KOR beta-arrestin-1,KOR beta-arrestin-2
Cn1nc(C(=O)NCc2ccccc2Cl)c2c1-c1ccccc1S(=O)(=O)C2,-0.2%,0.4%,-8%,17%,-39%,-7%,1.0,49,0.3%,-31%
COc1ccc2oc(-c3ccc(NC(=O)c4ccc(N5CCOCC5)c([N+](=O)[O-])c4)cc3)nc2c1,-0.1%,0.1%,-28%,-14%,17%,14%,15,60,30%,-117%
Cc1ccc(S(=O)(=O)N2CCCC(C(=O)NCCC3=CCCCC3)C2)cc1 (stereo not given),-0.1%,9.3%,13%,3%,0%,5%,6.6,53,-2.2%,16%
COc1cc(S(=O)(=O)N2CCN=C2c2ccccc2)ccc1F,-0.1%,0.6%,-14%,20%,-8%,9%,1.8,77,0.8%,9%
CCN(CC)S(=O)(=O)c1ccc(C(=O)Nc2nnc(C(C)C)s2)cc1,0.8%,2.2%,-5%,1%,6%,1%,-2.2,32,-2.3%,-1%
Cc1[nH][nH]c(=O)c1C(c1cc(Br)ccc1O)c1c(C)[nH][nH]c1=O,-0.3%,-0.1%,-11%,-12%,2%,13%,0.0,90,-8.7%,4%
Cc1cc(C)cc(Oc2nc3c(C)cccn3c(=O)c2/C=C(\C#N)C(=O)NC2CCS(=O)(=O)C2)c1 (stereo not given),1.7%,0.3%[50 µM],-23%,7%,22%,7%,/,/,8.1%,-5%
CN1CCN(NC(=O)CC(C)(C)C)CC1,0.2%,0.4%,-30%,-7%,-16%,-2%,1.2,59,8.3%,-42%
NS(=O)(=O)c1ccc(CCNC(=O)c2cc(-c3ccc(Br)cc3)nc3ccccc23)cc1,0.2%,1.1%,15%,-6%,11%,3%,5.0,87,-4.0%,-5%[20 µM]
Cc1ccc(S(=O)(=O)N2CC3(C)CN(S(=O)(=O)c4ccc(C)cc4)CC(C)(C2)C3O)cc1 (stereo not given),1.6%,0.1%,-23%,12%,18%,4%,-5.0,100,3.6%,6%
N#CC1=C(N)Oc2n[nH]c(-c3ccc(F)cc3)c2C1c1ccncc1 (stereo not given),-0.1%,1.0%,27%,7%,-2%,2%,-3.6,87,0.4%,22%
O=C(CSc1ccsc1[N+](=O)[O-])N1CCCCCC1,-0.3%,0.2%,-6%,16%,0%,9%,0.2,63,-4.4%,15%
COCCn1c(SCC(=O)NCC2CCCO2)nc2c([nH]c3ccccc32)c1=O (stereo not given),0.0%,0.1%,-34%,-6%,8%,5%,-0.5,55,-1.8%,13%
Cc1cccn2c(=O)c3cc(C(=O)NCc4ccco4)c(=N)n(CCc4ccccc4)c3nc12,5.5%,0.0%,1%,5%,2%,15%,16,60,2.5%,-20%
COc1cccc(N2CCN(S(=O)(=O)c3ccc(-n4cnnn4)cc3)CC2)c1,0.2%,0.1%,-4%,-1%,9%,5%,2.0,66,0.2%,-8%

# Already shown: an excerpt of the list.
SMILES,GPR55 beta-arrestin,UTI89 phage lysis,NOD1 NF-kB reporter,GPR35 arrestin U2OS,GPR55 antagonists,MgcRacGAP inhibition,NTR1 agonist,NTR1 agonist cell count 20 µM,KOR beta-arrestin-1,KOR beta-arrestin-2
O=C(CSc1ccsc1[N+](=O)[O-])N1CCCCCC1,-0.3%,0.2%,-6%,16%,0%,9%,0.2,63,-4.4%,15%
COCCn1c(SCC(=O)NCC2CCCO2)nc2c([nH]c3ccccc32)c1=O (stereo not given),0.0%,0.1%,-34%,-6%,8%,5%,-0.5,55,-1.8%,13%
Cc1cccn2c(=O)c3cc(C(=O)NCc4ccco4)c(=N)n(CCc4ccccc4)c3nc12,5.5%,0.0%,1%,5%,2%,15%,16,60,2.5%,-20%
COc1cccc(N2CCN(S(=O)(=O)c3ccc(-n4cnnn4)cc3)CC2)c1,0.2%,0.1%,-4%,-1%,9%,5%,2.0,66,0.2%,-8%

# Further structures.
SMILES,GPR55 beta-arrestin,UTI89 phage lysis,NOD1 NF-kB reporter,GPR35 arrestin U2OS,GPR55 antagonists,MgcRacGAP inhibition,NTR1 agonist,NTR1 agonist cell count 20 µM,KOR beta-arrestin-1,KOR beta-arrestin-2
CC(=O)Nc1ccc(NC(=O)CCC(=O)OCC(=O)c2cccc([N+](=O)[O-])c2)cc1,0.2%,1.2%,5%,-12%,1%,9%,-0.6,74,4.3%,-18%
O=[N+]([O-])c1cc(S(=O)(=O)N2CCCC2)ccc1NN=C1CCCCC1,-0.2%,0.2%,-15%,-2%,7%,13%,5.2,76,10%,-8%
O=C(NC(=S)Nc1ccccn1)c1ccc(-c2ccccc2)cc1,-0.1%,0.5%[50 µM],-51%,4%,11%,7%,3.7,47,-6.1%,46%
CCN(Cc1ccccc1)Cc1ccc(OCc2ccccc2)c(OC)c1,-0.3%,1.0%,-13%,16%,4%,11%,2.2,58,-0.2%,-41%[20 µM]
COc1ccc(C(NC(C)=O)c2nccc3cc(OC)c(OC)cc23)cc1OC (stereo not given),-0.3%,-1.4%,-25%,-12%,-3%,12%,0.1,63,2.4%,-8%
NC(=O)[C@@H]1CC2(CC(c3cccc(NC(=O)COc4ccc(Cl)cc4)c3)=NO2)CN1C(=O)COc1ccc(Cl)cc1 (stereo not given in full),-0.1%,1.9%,3%,-14%,-5%,15%,15,59,2.3%,1%
C[n+]1ccccc1/C=C/c1ccc(C#N)cc1,0.0%,0.1%,-33%,3%,-8%,9%,/,/,2.6%,-8%[20 µM]
O=C(/C=C/c1ccco1)N1CCN(c2ccc(F)cc2)CC1,0.3%,-2.0%,-2%,8%,-21%,-2%,-0.4,45,-3.9%,19%
CCC(C)N(C)Cc1cccc(C2(O)CCN(S(=O)(=O)c3ccc(F)cc3)CC2)c1 (stereo not given),0.3%,0.8%,-30%,-4%,39%,1%,0.5,77,-2.5%,-3%
Cc1cc(-c2nc3ccccc3[nH]2)ccc1N,-0.4%,-0.1%,-70%,-9%,9%,17%,0.0,77,-4.8%,7%
O=C(CCCCCN1C(=O)C2C3C=CC(C3)C2C1=O)Nc1nccs1 (stereo not given),0.3%,2.6%,-14%,14%,18%,5%,1.6,65,0.9%,-5%
CC1=C(C#N)C(=O)OC(C)(C)C1,-0.1%,0.8%,-31%,-3%,0%,5%,-1.3,43,-3.5%,20%
Cn1c(=O)c2cc(S(=O)(=O)NCCC(=O)NC3CCCCCC3)ccc2n(C)c1=O,0.0%,0.3%,-10%,0%,-7%,14%,0.8,49,5.2%,-28%
Cc1ccccc1OCC(=O)NCC(=O)OCC(=O)c1ccc2ccccc2c1,0.3%,0.5%,-13%,19%,6%,1%,0.1,87,-8.5%,11%
CS(=O)(=O)NCCSc1cc(C(F)(F)F)nc2ccccc12,0.2%,0.7%,15%,2%,5%,7%,1.7,50,-2.4%,6%
CC1CCCCN1CCNC(=O)Cn1nc(-c2ccccc2)ccc1=O (stereo not given),-0.4%,1.3%,-20%,10%,4%,0%,0.3,59,2.7%,-11%
CCn1c(C)nc2cc(C(=O)NNS(=O)(=O)c3c(C)c(C)cc(C)c3C)ccc21,0.3%,0.4%,6%,-4%,11%,4%,-1.2,80,2.3%,23%
CCOc1ccc(CNC(=O)CCC(=O)N2Cc3cccc(OC)c3Oc3ncccc32)cc1,-0.1%,0.0%,-21%,5%,9%,-6%,0.4,71,-1.7%,8%
O=c1c2ccccc2nc(-c2ccco2)n1CCc1ccc(O)cc1,-0.1%,-0.3%[50 µM],-8%,15%,0%,/,-0.6,75,-1.2%,-16%
CCc1nc2scc(-c3ccc(C)cc3)c2c(=O)n1N,-0.2%,0.2%,0%,11%,-1%,5%,0.0,87,-4.3%,-8%
CCc1nc(-c2cc3ccc(C)cc3[nH]c2=O)no1,-0.2%,0.4%,-8%,10%,4%,7%,-3.2,99,-2.4%,-38%
CCCn1c(SCC(=O)NC2CCCC2)nc2c1c(=O)n(C)c(=O)n2C,0.2%,-0.1%,-22%,-8%,2%,7%,1.2,61,2.2%,0%
Cc1cccc(-n2nnnc2SCC(=O)NCC2CCCO2)c1 (stereo not given),0.0%,-1.0%[50 µM],-6%,-8%,-14%,7%,1.0,65,/,-13%
COCCN(Cc1cc2ccc(C)cc2[nH]c1=O)S(=O)(=O)c1ccccc1,0.5%,0.2%,17%,12%,-4%,10%,0.2,58,-1.1%,-2%
CCOC(=O)c1ccc2nc(C)c(C)nc2c1,-0.2%,0.3%,-4%,-4%,9%,2%,-0.4,39,-8.3%,24%
COc1ccc(CC(=O)NC2CCN(Cc3nnnn3C(C)(C)C)CC2)cc1OC,0.2%,0.7%,-13%,2%,-7%,5%,-1.1,83,2.7%,26%
COc1cccc(NC(=O)C(Sc2nnc3ccccn23)c2ccccc2)c1 (stereo not given),-0.1%,1.5%[50 µM],-30%,-13%,12%,8%,2.1,76,9.1%,7%
CCOC(=O)c1[nH]cnc1C(=O)Nc1ccccc1,-0.1%,0.4%,-43%,-3%,10%,5%,3.1,42,/,-4%[20 µM]

# Exported tab-delimited: 4 of the compounds above
compound	GPR55 beta-arrestin	UTI89 phage lysis	NOD1 NF-kB reporter	GPR35 arrestin U2OS	GPR55 antagonists	MgcRacGAP inhibition	NTR1 agonist	NTR1 agonist cell count 20 µM	KOR beta-arrestin-1	KOR beta-arrestin-2
CCOc1ccc(CNC(=O)CCC(=O)N2Cc3cccc(OC)c3Oc3ncccc32)cc1	-0.1%	0.0%	-21%	5%	9%	-6%	0.4	71	-1.7%	8%
COc1ccc2oc(-c3ccc(NC(=O)c4ccc(N5CCOCC5)c([N+](=O)[O-])c4)cc3)nc2c1	-0.1%	0.1%	-28%	-14%	17%	14%	15	60	30%	-117%
CN1CCN(NC(=O)CC(C)(C)C)CC1	0.2%	0.4%	-30%	-7%	-16%	-2%	1.2	59	8.3%	-42%
C[n+]1ccccc1/C=C/c1ccc(C#N)cc1	0.0%	0.1%	-33%	3%	-8%	9%	/	/	2.6%	-8%[20 µM]
